# Shiga inhibitor: A qHTS for Small Molecule Inhibitors of Shiga Toxin | Vero cells, Shiga toxin protein synthesis inhibition reporter | 9.2% of 290,000 active | inhibition, % at 38.7 µM; in the data active = inhibition mostly above about 28%, no sharp cut-off; inactive = mostly below about 43%; note: 0% is about no effect
# AmpC inh no detg: qHTS Inhibitors of AmpC Beta-Lactamase (assay without detergent); P00811; AmpC nitrocefin hydrolysis, absorbance 480 nm, 0.0001% Triton; Potency, µM (series often up to 57.1 µM), without a hit: at the highest dose activity change, negative = inhibition, most hits filed as inhibitors; 0.52% of 330,000 active; AID 485341, 2010;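 note: potency is the fitted concentration of half-maximal effect; plate controls were no compound for no effect and no enzyme for full effect; nearly all actives have a fitted effect of over 20% in size; some results filed as inactive show a strong effect at the top dose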
# Target sequence (P00811 whole entry, looked up): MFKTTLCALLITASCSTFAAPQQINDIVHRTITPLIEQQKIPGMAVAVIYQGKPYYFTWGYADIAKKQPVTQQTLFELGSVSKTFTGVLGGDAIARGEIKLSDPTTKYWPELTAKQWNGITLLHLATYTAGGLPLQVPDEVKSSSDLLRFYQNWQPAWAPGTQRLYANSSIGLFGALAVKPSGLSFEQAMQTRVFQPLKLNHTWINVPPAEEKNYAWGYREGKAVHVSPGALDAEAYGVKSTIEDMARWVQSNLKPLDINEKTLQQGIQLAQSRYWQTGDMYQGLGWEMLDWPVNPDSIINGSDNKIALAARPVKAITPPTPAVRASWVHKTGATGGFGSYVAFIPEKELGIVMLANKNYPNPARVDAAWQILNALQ
#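 20 mM phosphate pH 7.0 + 0.01% (detergent screen) or 0.0001% Triton X-100; 5.3 nM AmpC reagent; cpd preinc 15 min RT; nitrocefin (800 uM stock) to start; A480 q20 s × 4 min; Activity was normalised to no-enzyme and no-compound control wells.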
# LmPK inh: qHTS Assay for Inhibitors of Leishmania Mexicana Pyruvate Kinase (LmPK). purified LmPK, Kinase-Glo ATP luminescence, 1 h. Q27686. AID 1721, 2009. Potency, µM (top dose mostly 57.5 µM), without a hit: at the highest dose activity change, negative = inhibition, hits mostly inhibitors. 0.37% of 290,000 active; note: potency is the fitted concentration of half-maximal effect; % is set by controls: 0 for no effect and ±100 for the full control effect
# Target sequence (Q27686 whole entry, looked up): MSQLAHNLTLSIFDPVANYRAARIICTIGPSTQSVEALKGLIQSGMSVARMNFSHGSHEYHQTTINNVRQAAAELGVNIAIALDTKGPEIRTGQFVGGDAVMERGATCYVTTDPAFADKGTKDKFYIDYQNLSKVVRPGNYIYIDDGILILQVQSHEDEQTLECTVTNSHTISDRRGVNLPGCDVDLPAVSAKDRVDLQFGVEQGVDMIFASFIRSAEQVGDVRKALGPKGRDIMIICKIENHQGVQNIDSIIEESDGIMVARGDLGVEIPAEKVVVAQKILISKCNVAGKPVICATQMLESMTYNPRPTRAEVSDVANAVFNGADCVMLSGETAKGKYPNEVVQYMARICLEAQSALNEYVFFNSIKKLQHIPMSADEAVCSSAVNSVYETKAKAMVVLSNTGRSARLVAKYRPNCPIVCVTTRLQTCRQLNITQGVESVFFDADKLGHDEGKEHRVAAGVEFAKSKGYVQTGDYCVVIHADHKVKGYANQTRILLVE
#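 ATP generated from ADP (0.1 mM) and PEP (0.5 mM) by 0.1 nM LmPK over 1 h at room temperature (pH 7.2 imidazole buffer) was detected by coupled luciferase luminescence. Values were normalized to uninhibited and no-enzyme wells.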
# Pf growth 48h: Primary qHTS for delayed death inhibitors of the malarial parasite plastid, 48 hour incubation; P. falciparum luciferase growth in erythrocytes, 48 h; Potency, µM (top dose mostly 28.7 µM), inactives show at the highest dose activity change, negative = inhibition, hits mostly inhibitors; 5.9% of 310,000 active; note: potency is the fitted concentration of half-maximal effect; % is set by controls: 0 for no effect and ±100 for the full control effect
#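 Luciferase-expressing parasites in RBCs, 2% Hct / 0.1% parasitemia final; RPMI 1640 + 0.5% Albumax; 37 C, 5% CO2, one generation; luminescence read-out, lower signal = inhibition.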
# Cycloheximide cs: Cycloheximide Counterscreen for Small Molecule Inhibitors of Shiga Toxin. cell reporter, cycloheximide protein synthesis inhibition counterscreen. max response, %. AID 2314, 2010. 12% of 300,000 active; in the data active = max response mostly above about 13%, no sharp cut-off; inactive = mostly below about 14%; note: read at 38.3 µM for the half of the compounds with a filed dose; 0% is about no effect
# TbPYK inhibitor: qHTS of Trypanosoma Brucei Inhibitors. TbPYK enzyme, Kinase-Glo Plus ATP luminescence, 45 min. 0.12% of 410,000 active. Potency, µM (highest dose often 76.8 µM), for the others: top-dose activity, negative = inhibition, most hits filed as inhibitors. pyruvate kinase (Trypanosoma brucei), Q57TT1. AID 624173, 2012; note: potency is the fitted concentration of half-maximal effect; % is set by controls: 0 for no effect and ±100 for the full control effect; nearly all actives have a fitted effect of over 50% in size
#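 ADP (130 uM final) triggers the TbPYK reaction after compound addition; incubation is 45 min at room temperature. Kinase-Glo Plus is then added and luminescence imaged. Normalized data are fitted to concentration-effect curves.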
# Pf growth 96h: Primary qHTS for delayed death inhibitors of the malarial parasite plastid, 96 hour incubation; 6.9% of 320,000 active; P. falciparum luciferase reporter growth, 96 h; Potency, µM (titrated, usually from 28.7 µM), inactives show top-dose activity change, negative = inhibition, most hits filed as inhibitors; note: potency is the fitted concentration of half-maximal effect; % is set by controls: 0 for no effect and ±100 for the full control effect
#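 Infected RBCs, 2% Hct / 0.05% parasitemia final; luciferase-reporter P. falciparum; cpd 96 h, 37 C, 5% CO2; luciferase detection reagent; luminescence.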
# * = called active by the depositor; ? = inconclusive; nt = not tested or not shown; [ ] = dose if it differs, or a comment. Unless noted, calls come from the whole dose curve; as a rule, active = well fitted curve in the direction sought with a large enough effect; inconclusive = small, poorly fitted or top-dose-only effect, or another doubt; inactive = no such curve, though single readings can be large; an effect the other way counts as inactive or inconclusive.
SMILES	AmpC inh no detg	Shiga inhibitor	LmPK inh	Pf growth 48h	Cycloheximide cs	Pf growth 96h	TbPYK inhibitor
Cc1ccc(NC(=O)C2CCN(C(=O)c3ccccc3C)CC2)nc1	-2%	nt	nt	?	nt	0%	2%
O=C(C[n+]1cc(-c2ccccc2)n2c1CCC2)OCc1ccccc1	22%	-9	0%	3%	2	?	-5%
CCCCN(CC)CCCNC(=O)c1cc2cc3ccc(C)cc3nc2o1	-10%	-6	-1%	12%[0.00184 µM]	-4	-2%	-3%
O=C(COC(=O)c1c(Cl)cccc1Cl)NC1CCCCC1	-18%	38	-6%	-3%	22	40%[activator]	2%
CC(CC(=O)Nc1ccc(F)cc1)S(=O)(=O)c1ccc2c(c1)NC(=O)CO2 (stereo not drawn)	-19%	-8	-3%	2%	-2	?	-4%
CCNC(=O)CN(c1ccc(CC)cc1)S(C)(=O)=O	-9%	-14	0%	nt	-4	-11%	7%
CC1=Nc2cc(C(=O)NCc3ccco3)ccc2Sc2ccc(C)cc21	-37%	-12	3%	4.1µM*	-1	1.9µM*	-22%
O=C(CN1CCN(c2ccccc2O)CC1)Nc1ccnn1C1CCCC1	-11%	nt	nt	?	nt	?	1%
CCOc1ccc(S(=O)(=O)N2CCCCC2)c(C)c1C	3%	-3	4%	?	5	?	0%
Cc1cnc(NC(=O)CSc2ccccc2)s1	-24%	41	4%	84%[activator]	30*	nt	5%
O=C(CC1SC(N2CCCCC2)=NC1=O)Nc1ccc(C(=O)NCCc2ccc(F)cc2)cc1 (stereo not drawn)	23%	nt	nt	?	nt	?	5%
CS(=O)(=O)N(CCc1ccccc1)CC(=O)NCc1ccc(Cl)cc1	66%[activator]	-23	6%	-10%	-2	13%	0%
COC(=O)C(CC(=O)c1ccc(Cl)cc1)c1ccc(C(C)C)cc1 (stereo not drawn)	0.25µM*	70*	1%	-19%	37*	?	-14%
Cn1c(O)c(/C=C/C=Nc2ccccc2)c(=O)n(C)c1=S	-21%	-3	-7%	6%	0	6%	-6%
C#CCn1c(=NC(=O)CSCC(=O)N2CCOCC2)sc2ccccc21	-1%	-3	0%	19%	-2	-21%	-10%
Cn1c2ccccc2c2cnn(CC(=O)Nc3ccc(F)cc3F)c(=O)c21	-12%	-3	3%	?	7	2%	3%
Cc1ccc(OCC(=O)c2ccc(Cl)s2)c([N+](=O)[O-])n1	?	43	2%	257%[activator]	27	11%	3%
CO[C@H]1[C@H](O[C@H]2O[C@@H](C)[C@@H](O[C@@H]3C[C@](C)(O)[C@H](OC(=O)CC(C)C)[C@H](C)O3)[C@@H](N(C)C)[C@@H]2O)[C@@H](CC=O)C[C@@H](C)[C@@H](O)/C=C\C=C/C[C@@H](C)OC(=O)C[C@H]1OC(C)=O	nt	nt	nt	4.5µM*	nt	0.41µM*	2%[33.2 µM]
O=C1CCc2cc(S(=O)(=O)NC3CCCCC3)ccc2N1	-18%	nt	nt	-22%	nt	?	-1%
COc1ccc(CNC(=O)N2CCc3ccccc3C2)cc1Cl	-16%	-1	15%	12%	14*	3%	-17%
CCNC(=O)COC(=O)c1cc(-c2ccc(OC)cc2)nc2ccccc12	61%[activator]	-18	?	22%	1	57%[activator]	-4%
CC(=O)c1cccc(N(CC(=O)Nc2ccc(F)cc2)S(C)(=O)=O)c1	-43%	41*	-2%	32%[activator]	11*	41%	-6%
Cc1cc(=O)oc2c(C)c(OCC(=O)NCC3CCC(C(=O)O)CC3)ccc12 (stereo not drawn)	-17%	-8	-13%	29%	-1	4%	4%
CCC(CC)=N/N=C/c1c(O)n(CC)c2cc(C3=NNC(=O)CC3)ccc12	20%	-10	5%	?	-3	?	-5%
NC(=O)[C@@H]1CSSCCC(=O)N[C@@H](CCCCN=C(N)N)C(=O)NCC(=O)N[C@@H](CC(=O)O)C(=O)N[C@@H](Cc2c[nH]c3ccccc23)C(=O)N2CCC[C@H]2C(=O)N1	nt	nt	nt	1%	nt	7%	1%
COc1ccc(-c2noc(CN(C)C(=O)CCN3C(=O)[C@H]4CC=CC[C@H]4C3=O)n2)cc1	87%[activator]	13	3%	?	6	?	2%
OC(COc1ccccc1)CN1CCCCCC1 (stereo not drawn)	-22%	-20	-16%	?	-1	61%[activator]	4%
Cc1cccc(CSCC(=O)NCc2ccc(S(N)(=O)=O)cc2)c1	-18%	-11	3%	9%	1	5%	2%
Cc1ccc(-c2csc(NC(=O)CCNC(=O)c3ccccc3Cl)n2)cc1	-7%	29	2%	?	-3	?	-3%
Cc1nc(NC(=O)c2ccco2)sc1C(=O)Nc1ccc(Br)cc1	-36%	19	0%	-11%	-1	-30%	0%

SMILES	AmpC inh no detg	Shiga inhibitor	LmPK inh	Pf growth 48h	Cycloheximide cs	Pf growth 96h	TbPYK inhibitor
CCOc1ccc(NC(=O)c2sc3nc(N4CCOCC4)c4c(c3c2N)CCCC4)cc1	-18%	2	0%	?	-3	13µM*	-29%
Cc1ccc(C)c(NC(=O)CSc2nc(C)cc(C)c2C#N)c1	-16%	8	8%	26%	-1	?	-4%
O=[N+]([O-])c1cccc(Cl)c1NCCNS(=O)(=O)c1ccccc1	18%	16	5%	-23%	12	-6%	-2%
COC(=O)c1ccccc1SC1CC(=O)N(c2cccc(C)c2)C1=O (stereo not drawn)	7.1µM*	26	-1%	13%	-2	-1%	-1%
CCOC(=O)C1=C(C)NC(=O)/C1=C\N(C)C	-17%	-2	-4%	5%	6	-8%	-4%
COc1ccccc1C(=O)N/C(=C\c1ccc(Br)cc1)C(=O)NCCO	34%	-11	-3%	14%	-2	3%	-3%
N#CC1(NC(=O)COC(=O)Cn2[nH]c(=O)c3ccccc3c2=O)CCCCC1	-10%	nt	nt	6%	nt	23%	-16%
CCCc1nnc(NC(=O)CCC(=O)N2CCN(c3ccccn3)CC2)s1	-3%	-7	-2%	7%	-2	-14%	3%
CC(=O)Nc1ccc(OCCF)cc1	-10%	-6	-5%	-14%	-4	-1%	3%
COc1ccc(CCNC(=O)CC2SC(=NCCC(C)C)NC2=O)cc1OC (stereo not drawn)	-9%	-11	0%	-21%	-4	?	3%
Cc1ccc(S(=O)(=O)Cn2nnnc2C(CC(C)C)N2CCN(C(=O)c3ccco3)CC2)cc1 (stereo not drawn)	162%[activator]	-14	2%	12µM*	-6	1.7µM*	-2%
Cc1ccc(NC(=O)CSc2nn(-c3ccc(Cl)cc3)c(=S)s2)cc1S(=O)(=O)N(C)C	-54%	-3	0%	?	-2	?	30%[activator]
CCN1CCc2c(OCC(=O)Nc3cccc(C)c3)cccc2C1=O	0%	14	0%	-16%	-6	?	-1%
O=C(c1ccc(Cn2ccc([N+](=O)[O-])n2)cc1)N1CCN(Cc2ccccc2)CC1	100%[activator]	8	-4%	-9%	8	1%	-1%
Cc1cccc(NC(=O)CNC(=O)c2cccc(-n3cccc3)c2)c1C	-11%	nt	nt	5%	nt	26%	-10%
COc1ccc(CNC(=O)Cn2c(=O)n(CC(=O)N3CCCCC3)c(=O)c3sccc32)cc1	2%	-7	4%	?	2	?	1%
O=c1c2ccccc2nc2oc3ccccc3n12	-8%	84*	-18%	98%[activator]	42*	13µM*	-20%
O=C(CSc1ncn[nH]1)c1cc2ccccc2o1	-42%	43	4%	0%	20*	17%	0%
Cc1c(NS(=O)(=O)N2CCCC2)c(=O)n(-c2ccccc2)n1C	-8%	-14	-2%	-11%	-3	69%[activator]	5%
O=C(O)Cn1c(COc2ccc(Cl)cc2)nc2ccccc21	-11%	-7	-4%	12%	-2	32%[activator]	-2%
CC(=O)N1CCN(C(=O)COc2ccc3oc4c(c3c2)CCCC4)CC1	?	nt	nt	-1%	nt	4%	-2%
COc1ccc(C)cc1NC(=S)N1CCOCC1	12%	-10	0%	0%	-2	10µM*	1%
CCN(CC)S(=O)(=O)c1ccc(N2CCOCC2)c(NC(=O)c2ccc(F)cc2)c1	56%	12	4%	-23%	1	?	2%
CC(=O)Nc1ccc(NC(=O)Cc2ccc(F)cc2)cc1	-18%	-2	1%	16%	4	15%	nt
Cc1ccc(Cn2ccc(NC(=O)c3cc(-c4ccc5c(c4)OCO5)on3)n2)cc1	-15%	-10	5%	-2%	-3	-7%	-13%
N#C/C(=C/c1ccc(Sc2nc3ccccc3[nH]2)o1)c1cccc(Br)c1	-54%	17	3%	nt	4	-98%	0%
COC(=O)c1cccc(S(=O)(=O)N2CCC(c3nc4ccccc4o3)CC2)c1	-10%	-4	7%	?	-1	-12%	-2%
CC1=C(C(=O)OCC(C)C)C(c2ccc(F)cc2)NC(=O)N1 (stereo not drawn)	-39%	-12	-3%	-11%	-7	-12%	-4%
CC1(C)CC(=O)C=C(NCC(O)c2ccccc2)C1 (stereo not drawn)	-17%	1	-2%	3%	-3	?	-10%
CCOc1ccc(N=Nc2c(C)noc2C)cc1	-8%	41	-2%	29%	28*	?	4%

SMILES	AmpC inh no detg	Shiga inhibitor	LmPK inh	Pf growth 48h	Cycloheximide cs	Pf growth 96h	TbPYK inhibitor
COc1ccc(/C=N/n2cnnc2SCc2ccccc2)cc1	69%[activator]	75	-1%	?	-4	10%	0%
CCn1nc(NS(=O)(=O)c2ccc(C)cc2)c2cc3ccccc3nc21	-34%	-2	5%	26%	-2	6%	3%
Cc1ccc(NC(=O)N2CCCCC2)cc1NC(=O)N1CCCCC1	-24%	-4	9%	?	3	-1%	-5%
CCN(CC)c1ccc(NC(=O)c2cnn(CC)c2)cc1	-18%	100*	-7%	?	44*	?	-18%
CCOC(=O)c1c(C)c(C(=O)NCCc2ccc(S(N)(=O)=O)cc2)c(C)n1CC	-19%	-5	3%	-18%	1	?	4%
Cc1ccc(NC(=O)N2CCC(C(=O)NCC(C)C)CC2)cc1	-1%	-9	-2%	-5%	-6	nt	1%
O=S(=O)(NCCNS(=O)(=O)c1ccccc1)c1ccccc1	-23%	-12	5%	nt	-1	50%[activator]	7%
CCN(CC)CCNC(=O)CCCCn1c(=S)[nH]c2c([nH]c3ccc(OC)cc32)c1=O	30%	18	2.8µM*	9.3µM*	-3	?	?
CCn1cc(C(=O)NCCO)c(=O)c2cc(F)c(N3CCN(C)CC3)cc21	-19%	10	-1%	2%	2	13%	-13%

# Random excerpt: 2 compounds from above
SMILES	AmpC inh no detg	Shiga inhibitor	LmPK inh	Pf growth 48h	Cycloheximide cs	Pf growth 96h	TbPYK inhibitor
Cc1ccc(NC(=O)N2CCCCC2)cc1NC(=O)N1CCCCC1	-24%	-4	9%	?	3	-1%	-5%
Cc1ccc(NC(=O)N2CCC(C(=O)NCC(C)C)CC2)cc1	-1%	-9	-2%	-5%	-6	nt	1%

# Screening data deposited in PubChem by National Center for Advancing Translational Sciences (NCATS).

# An unsorted share of the library; any-hit rate near 22%.
